Bioassay records from PubChem.
LYPLA2 inh – LYPLA2 (human) inhibition in PME1 counter-screen | 320,000 tested, 0.38% active | O95372 | recombinant LYPLA2, FP-Rh probe fluorescence polarization | inhibition, % at 5.9 µM;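 active = inhibition above the screen-wide mean plus 3 SD, limit set per campaign, cut at about 26% in these data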;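 also: 0% = LYPLA2 with DMSO and 100% = wells lacking LYPLA2 enzyme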
Target sequence (O95372 whole entry, looked up): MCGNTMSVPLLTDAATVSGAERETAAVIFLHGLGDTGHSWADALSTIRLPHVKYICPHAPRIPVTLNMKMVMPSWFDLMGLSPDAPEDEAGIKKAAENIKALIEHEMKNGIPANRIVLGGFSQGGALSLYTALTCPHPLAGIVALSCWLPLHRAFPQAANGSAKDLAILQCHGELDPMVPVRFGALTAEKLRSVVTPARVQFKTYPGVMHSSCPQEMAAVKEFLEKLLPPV
PREPL inh – human PREPL enzyme inhibition; recombinant PREPL, fluorescence polarization activity-based probe; inhibition, % at 5.96 µM; Q4J6C6; 320,000 tested, 0.68% active; in the data active = inhibition above about 43%;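 also: 0% = enzyme with DMSO and 100% = wells lacking enzyme; many of its hits are not listed in these tables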
Target sequence (Q4J6C6 whole entry, looked up): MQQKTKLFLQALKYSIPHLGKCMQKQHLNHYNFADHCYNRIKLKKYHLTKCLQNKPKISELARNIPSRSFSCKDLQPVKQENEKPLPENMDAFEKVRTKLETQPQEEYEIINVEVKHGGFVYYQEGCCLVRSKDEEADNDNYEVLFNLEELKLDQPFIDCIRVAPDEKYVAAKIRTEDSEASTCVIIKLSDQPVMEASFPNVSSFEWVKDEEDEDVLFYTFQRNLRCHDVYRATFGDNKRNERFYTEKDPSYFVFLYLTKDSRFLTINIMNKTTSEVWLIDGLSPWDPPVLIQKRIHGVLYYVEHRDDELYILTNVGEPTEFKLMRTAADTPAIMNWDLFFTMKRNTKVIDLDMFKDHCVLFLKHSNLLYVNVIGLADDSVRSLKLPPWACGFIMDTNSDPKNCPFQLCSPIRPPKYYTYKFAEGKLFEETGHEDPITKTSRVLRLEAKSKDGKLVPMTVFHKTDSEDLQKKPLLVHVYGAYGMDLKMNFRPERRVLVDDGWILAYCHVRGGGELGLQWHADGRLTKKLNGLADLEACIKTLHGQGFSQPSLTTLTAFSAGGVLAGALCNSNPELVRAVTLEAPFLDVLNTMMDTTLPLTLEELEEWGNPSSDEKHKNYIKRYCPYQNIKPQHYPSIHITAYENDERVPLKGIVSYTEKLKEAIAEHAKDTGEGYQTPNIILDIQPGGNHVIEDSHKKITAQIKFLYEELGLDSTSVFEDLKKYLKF
PAFAH1B3 FP inh – inhibitors of human PAFAH1B3. inhibition, % at 3.39 µM. recombinant PAFAH1B3, FP-rhodamine probe, fluorescence polarization. 340,000 tested, 0.28% active. Q15102. AID 492972;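 active = inhibition above the screen-wide average of all tested compounds plus 3 SD, cut at about 25% in these data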;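 also: 0% = enzyme with DMSO only and 100% = wells lacking PAFAH1B3 protein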
GSTO1 counter – counter-screen for RBBP9 inhibitors: inhibitors of human GSTO1 | P78417 | recombinant GSTO1, activity-based probe fluorescence polarization | inhibition, % at 5.96 µM | 300,000 tested, 1.1% active;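 active = inhibition above the campaign mean inhibition plus 3 SD, cut at about 35% in these data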;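 also: 0% = GSTO1-1 with DMSO and 100% = wells lacking GSTO1-1 enzyme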
PAD4 FP inh – inhibitors of human PAD4; Q9UM07; recombinant PAD4, RCA probe fluorescence polarization; inhibition, % at 6.36 µM; 330,000 tested, 0.41% active; AID 485272;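 active = percent inhibition above a cutoff equal to the mean of all tested compounds plus 3 SD, cut at about 15% in these data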;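 also: 0% = PAD4 with RCA probe and DMSO and 100% = probe without PAD4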
pPAFAH FP inh – inhibitors of human plasma PAF acetylhydrolase (pPAFAH); AID 463082; 330,000 tested, 1.5% active; Q13093; recombinant pPAFAH, FP-rhodamine probe fluorescence polarization; inhibition, % at 3.39 µM;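 active = inhibition above the mean inhibition across the screen plus 3 SD, cut at about 25% in these data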;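 also: inhibitors block binding of the rhodamine activity-based probe so polarization drops; 0% = enzyme with DMSO and 100% = wells lacking pPAFAH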
LYPLA1 counter – LYPLA1 (human) inhibition in PME1 counter-screen. AID 2174. recombinant LYPLA1, FP-Rh probe fluorescence polarization. inhibition, % at 5.9 µM. O75608. 320,000 tested, 0.16% active;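 active = inhibition above the mean of all tested compounds plus 3 SD, set per campaign, cut at about 14% in these data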;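 also: inhibitors block serine hydrolase probe labeling of LYPLA1 so polarization falls; 0% = enzyme with DMSO and 100% = wells lacking LYPLA1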
PAFAH1B2 FP inh – PAFAH1B2 (human) inhibition; recombinant PAFAH1B2, FP-rhodamine activity probe, fluorescence polarization; inhibition, % at 3.39 µM; 340,000 tested, 1.2% active;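 active = inhibition above the mean of all tested compounds plus 3 SD, cut at about 24% in these data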;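 also: 0% = enzyme with DMSO and 100% = wells lacking PAFAH1B2; many of its hits are not listed in these tables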
PAFAH2 FP inh – PAFAH2 (human) inhibition | Q99487 | recombinant PAFAH2, FP-rhodamine activity probe, fluorescence polarization | inhibition, % at 3.39 µM | 340,000 tested, 0.99% active | AID 492956;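 active = inhibition above the mean over all tested compounds plus 3 SD, cut at about 30% in these data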;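 also: inhibitors block probe labeling of enzyme so polarization drops; 0% = enzyme with DMSO and 100% = wells lacking PAFAH2 protein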
* marks the source's active call; other numbers are inactive results. A portion of the library; the hit share may differ from the screen's.

`COc1ccc2[nH]c(C)c(CCNC(=S)Nc3ccc(C)cc3)c2c1` gave LYPLA2 inh 4, PREPL inh 6, PAFAH1B3 FP inh 0, GSTO1 counter 4, PAD4 FP inh -2, pPAFAH FP inh 12, LYPLA1 counter -6, PAFAH1B2 FP inh 4 and PAFAH2 FP inh -1.
Cc1nn(Cc2ccc(Cl)c(Cl)c2)c(C)c1NC(=O)c1cn(-c2ccccc2)nc1-c1ccccc1 was read as LYPLA2 inh -23, PREPL inh -26, PAFAH1B3 FP inh -3, GSTO1 counter 12, PAD4 FP inh 1, pPAFAH FP inh -3, LYPLA1 counter -13, PAFAH1B2 FP inh -3 and PAFAH2 FP inh -11.
For O=C(O)C1=C[C@@H](c2ccc(C(F)(F)F)cc2)C[C@@H](OCCCCO)O1 the results were LYPLA2 inh -5, PREPL inh 1, PAFAH1B3 FP inh 1, GSTO1 counter 3, PAD4 FP inh -6, pPAFAH FP inh 2, LYPLA1 counter -2, PAFAH1B2 FP inh 3 and PAFAH2 FP inh 6.
Screening CCC(=O)c1ccc(N2CCN(C(=O)c3cccc(F)c3)CC2)c(F)c1 returned LYPLA2 inh 1, PREPL inh -1, PAFAH1B3 FP inh 13, GSTO1 counter 2, PAD4 FP inh -5, pPAFAH FP inh -3, LYPLA1 counter -2, PAFAH1B2 FP inh -1 and PAFAH2 FP inh 0.
CC(=O)Nc1cccc(OCC(=O)/C=C2\N(C)c3ccccc3C2(C)C)c1 was read as LYPLA2 inh -15, PREPL inh -25, PAFAH1B3 FP inh -1, GSTO1 counter -2, PAD4 FP inh -14, pPAFAH FP inh 2, LYPLA1 counter -4, PAFAH1B2 FP inh -7 and PAFAH2 FP inh -5.
`C/C=C\C=C\C(=O)N1CC2(CC(c3cccc(NC(=O)CC)c3)=NO2)C[C@H]1C(N)=O` (some centres undefined) gave LYPLA2 inh -4, PREPL inh -6, PAFAH1B3 FP inh -9, GSTO1 counter -2, PAD4 FP inh 0, pPAFAH FP inh 4, LYPLA1 counter -4, PAFAH1B2 FP inh -3 and PAFAH2 FP inh 1.
For O=C(Nc1cccc([N+](=O)[O-])c1)C1CC(=O)N(Cc2ccccc2)C1 (centres undefined) the results were LYPLA2 inh -12, PREPL inh 8, PAFAH1B3 FP inh 11, GSTO1 counter 9, PAD4 FP inh -18, pPAFAH FP inh -8, LYPLA1 counter -7, PAFAH1B2 FP inh 4 and PAFAH2 FP inh -8.
`O=C(Cn1cc(F)c(=O)[nH]c1=O)NCCO` gave LYPLA2 inh -5, PREPL inh -3, PAFAH1B3 FP inh 1, GSTO1 counter 0, PAD4 FP inh -2, pPAFAH FP inh 1, LYPLA1 counter -1, PAFAH1B2 FP inh 5 and PAFAH2 FP inh -3.
`Cc1ccsc1CNC(=O)c1c(-c2ccccc2)noc1C` gave LYPLA2 inh 3, PREPL inh 6, PAFAH1B3 FP inh 0, GSTO1 counter -4, PAD4 FP inh -1, pPAFAH FP inh -2, LYPLA1 counter 2, PAFAH1B2 FP inh 7 and PAFAH2 FP inh 2.
`CCOc1cccc(NC(=O)C2CC(=O)N(c3ccc(F)cc3)C2)c1` (centres undefined) gave LYPLA2 inh 1, PREPL inh 4, PAFAH1B3 FP inh 5, GSTO1 counter -4, PAD4 FP inh -5, pPAFAH FP inh 3, LYPLA1 counter 0, PAFAH1B2 FP inh 6 and PAFAH2 FP inh 3.
CCCC1(c2ccccc2)NC(=O)N(CC(=O)NCc2ccc(C)cc2)C1=O (centres undefined) was read as LYPLA2 inh 6, PREPL inh -6, PAFAH1B3 FP inh 0, GSTO1 counter 5, PAD4 FP inh 4, pPAFAH FP inh 8, LYPLA1 counter 0, PAFAH1B2 FP inh 3 and PAFAH2 FP inh 5.
Cc1cc[n+](CC(=O)Nc2cc(C(F)(F)F)ccc2Cl)cc1 was read as LYPLA2 inh 1, PREPL inh -5, PAFAH1B3 FP inh 4, GSTO1 counter -3, PAD4 FP inh 0, pPAFAH FP inh 3, LYPLA1 counter 1, PAFAH1B2 FP inh 0 and PAFAH2 FP inh -8.

3 compounds from above, ordered by molar mass, largest number first.
Cc1nn(Cc2ccc(Cl)c(Cl)c2)c(C)c1NC(=O)c1cn(-c2ccccc2)nc1-c1ccccc1 was read as LYPLA2 inh -23, PREPL inh -26, PAFAH1B3 FP inh -3, GSTO1 counter 12, PAD4 FP inh 1, pPAFAH FP inh -3, LYPLA1 counter -13, PAFAH1B2 FP inh -3 and PAFAH2 FP inh -11.
CCCC1(c2ccccc2)NC(=O)N(CC(=O)NCc2ccc(C)cc2)C1=O (centres undefined) was read as LYPLA2 inh 6, PREPL inh -6, PAFAH1B3 FP inh 0, GSTO1 counter 5, PAD4 FP inh 4, pPAFAH FP inh 8, LYPLA1 counter 0, PAFAH1B2 FP inh 3 and PAFAH2 FP inh 5.
CC(=O)Nc1cccc(OCC(=O)/C=C2\N(C)c3ccccc3C2(C)C)c1 was read as LYPLA2 inh -15, PREPL inh -25, PAFAH1B3 FP inh -1, GSTO1 counter -2, PAD4 FP inh -14, pPAFAH FP inh 2, LYPLA1 counter -4, PAFAH1B2 FP inh -7 and PAFAH2 FP inh -5.

Later entries
For Cc1cc(Cl)ccc1OC(C)C(=O)NC(C)C1CCCO1 (centres undefined) the results were LYPLA2 inh -2, PREPL inh 8, PAFAH1B3 FP inh 1, GSTO1 counter -2, PAD4 FP inh -3, pPAFAH FP inh -1, LYPLA1 counter 3, PAFAH1B2 FP inh 4 and PAFAH2 FP inh 2.
For CC(=O)c1cccc(OC(=O)C2=CC=CN3CCS(=O)(=O)N=C23)c1 the results were LYPLA2 inh -12, PREPL inh 13, PAFAH1B3 FP inh 13, PAD4 FP inh -3, pPAFAH FP inh -9, LYPLA1 counter -4, PAFAH1B2 FP inh 5 and PAFAH2 FP inh -4.
COc1ccc(CN2CCc3ccc(NC(=O)c4ccncc4)cc3C2)c(F)c1 was read as LYPLA2 inh -2, PREPL inh 0, PAFAH1B3 FP inh 8, GSTO1 counter 7, PAD4 FP inh 4, pPAFAH FP inh -2, LYPLA1 counter -3, PAFAH1B2 FP inh 2 and PAFAH2 FP inh -3.
`CCn1c(SCC(=O)N/N=C/c2ccc(C)o2)nnc1-c1ccccc1` gave LYPLA2 inh -4, PREPL inh 10, PAFAH1B3 FP inh 6, GSTO1 counter 3, PAD4 FP inh -5, pPAFAH FP inh 5, LYPLA1 counter -2, PAFAH1B2 FP inh 0 and PAFAH2 FP inh 5.
Cc1nn(-c2ccc(F)cc2)c(Cl)c1C(=O)NCC1CCCO1 (centres undefined) was read as LYPLA2 inh -3, PREPL inh -5, PAFAH1B3 FP inh -1, PAD4 FP inh -3, pPAFAH FP inh 1, LYPLA1 counter 0, PAFAH1B2 FP inh -2 and PAFAH2 FP inh 0.
For CCCN1CNC(=S)N(Cc2ccccc2)C1 the results were LYPLA2 inh 3, PREPL inh -6, PAFAH1B3 FP inh 4, GSTO1 counter -2, PAD4 FP inh -2, pPAFAH FP inh 0, LYPLA1 counter 1, PAFAH1B2 FP inh 2 and PAFAH2 FP inh 5.
`NNC(=O)C(=O)NCCCN1CCOCC1` gave LYPLA2 inh 8, PREPL inh 3, PAFAH1B3 FP inh 5, GSTO1 counter 10, PAD4 FP inh -5, pPAFAH FP inh 2, LYPLA1 counter 4, PAFAH1B2 FP inh -1 and PAFAH2 FP inh 8.
`Cc1c(C(=O)Nc2c(C)n(C)n(-c3ccccc3)c2=O)oc2c(Cl)cccc12` gave LYPLA2 inh 3, PREPL inh 4, PAFAH1B3 FP inh 5, GSTO1 counter 2, PAD4 FP inh 3, pPAFAH FP inh 2, LYPLA1 counter 3, PAFAH1B2 FP inh -3 and PAFAH2 FP inh -12.
COc1ccccc1N1CCN(C(=O)c2cc(=O)c3cc(C)cc(C)c3o2)CC1 was read as LYPLA2 inh 2, PREPL inh 11, PAFAH1B3 FP inh 3, GSTO1 counter 3, PAD4 FP inh 5, pPAFAH FP inh 1, LYPLA1 counter 2, PAFAH1B2 FP inh -1 and PAFAH2 FP inh -3.
`COc1ccc(-n2ccc(=O)c3c2CCCC3=O)cc1` gave LYPLA2 inh 6, PREPL inh 5, PAFAH1B3 FP inh -8, GSTO1 counter 4, PAD4 FP inh -5, pPAFAH FP inh 5, LYPLA1 counter 5, PAFAH1B2 FP inh 6 and PAFAH2 FP inh 3.
For S=c1[nH]nc(C2CCCCC2)o1 the results were LYPLA2 inh 7, PREPL inh 10, PAFAH1B3 FP inh 8, GSTO1 counter -5, PAD4 FP inh 0, pPAFAH FP inh 4, LYPLA1 counter 0, PAFAH1B2 FP inh 4 and PAFAH2 FP inh 7.
For CC(=O)c1ccc(NC2=C(N3CCOCC3)C(=O)c3ccccc3C2=O)cc1 the results were LYPLA2 inh 1, PREPL inh 15, PAFAH1B3 FP inh 31*, GSTO1 counter 39*, PAD4 FP inh -18, pPAFAH FP inh -8, LYPLA1 counter -2, PAFAH1B2 FP inh 4 and PAFAH2 FP inh 24.
Cc1ccc(C(=O)c2c3ccc([N+](=O)[O-])cc3[n+]([O-])n2CCCC(N)=O)cc1 was read as LYPLA2 inh -3, PREPL inh 16, PAFAH1B3 FP inh 4, GSTO1 counter 19, PAD4 FP inh -15, pPAFAH FP inh 10, LYPLA1 counter 2, PAFAH1B2 FP inh -1 and PAFAH2 FP inh 3.
CCc1ccccc1NC1=NCC(=O)N1Cc1ccc(OC)cc1 was read as LYPLA2 inh 3, PREPL inh -10, PAFAH1B3 FP inh 3, GSTO1 counter -1, PAD4 FP inh -2, pPAFAH FP inh 0, LYPLA1 counter 1, PAFAH1B2 FP inh 1 and PAFAH2 FP inh -3.
`Cc1c([N+](=O)[O-])c(C(=O)Sc2ccc(Br)cc2)nn1C` gave LYPLA2 inh -4, PREPL inh 9, PAFAH1B3 FP inh 6, GSTO1 counter -8, PAD4 FP inh 3, pPAFAH FP inh 0, LYPLA1 counter -3, PAFAH1B2 FP inh 2 and PAFAH2 FP inh 2.
Screening COC(=O)c1ccc(OCc2nn[nH]n2)cc1 returned LYPLA2 inh 1, PREPL inh -10, PAFAH1B3 FP inh 5, GSTO1 counter 4, PAD4 FP inh -1, pPAFAH FP inh -4, LYPLA1 counter -1, PAFAH1B2 FP inh 1 and PAFAH2 FP inh 4.
`Cc1ccc(C)c(NC(=O)c2cnn3ccccc23)c1` gave LYPLA2 inh -4, PREPL inh -7, PAFAH1B3 FP inh 7, GSTO1 counter -3, PAD4 FP inh 3, pPAFAH FP inh -4, LYPLA1 counter -2, PAFAH1B2 FP inh 5 and PAFAH2 FP inh -1.
Screening Cc1ccccc1/C=N/NC(=O)c1cccnc1 returned LYPLA2 inh 6, PREPL inh -1, PAFAH1B3 FP inh 6, GSTO1 counter 0, PAD4 FP inh -1, pPAFAH FP inh 0, LYPLA1 counter 5, PAFAH1B2 FP inh -4 and PAFAH2 FP inh -4.
`N=c1c(C(=O)NC2CCCCC2)cc2c(=O)n3ccccc3nc2n1CC1CCCO1` (centres undefined) gave LYPLA2 inh -2, PREPL inh 8, PAFAH1B3 FP inh 2, GSTO1 counter 6, PAD4 FP inh 5, pPAFAH FP inh 8, LYPLA1 counter -1, PAFAH1B2 FP inh 4 and PAFAH2 FP inh 6.
